Mcl1 Noxa PPI = Mcl-1/Noxa binding inhibitors, primary screen, biochemical, TR-FRET, 1536-well. inhibition, % at 21.7 µM. Induced myeloid leukemia cell differentiation protein Mcl-1 (Homo sapiens), Q07820. 220,000 tested, 1.5% active. AID 1022, 2008. TR-FRET Mcl-1/Noxa peptide binding, 2 h;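 active means compounds that cut the protein-peptide binding signal by more than 50% relative to plate controls in a single-dose test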;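 further: His-tagged Mcl-1 with rhodamine Noxa BH3 peptide and terbium anti-His antibody; 0% = Mcl-1 plus Noxa peptide wells and 100% = peptide-only wells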
Pf gametocyte = late stage P. falciparum gametocyte viability inhibitors, primary screen, ATP luminescence, HTS; AID 743093, 2013; P. falciparum stage V gametocytes, 24 h; inhibition, % at 10.9 µM; 150,000 tested, 0.065% active;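 active means inhibition above the mean plus 3 SD of compounds within the control limits, set per campaign, cut at about 38% in these data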;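 further: 0% = DMSO wells and 100% = medium only without gametocytes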
RGS4-Gao reg = modulators of RGS4 binding to Galphao, primary screen, biochemical, multiplexed bead flow cytometry; 220,000 tested, 0.33% active; AID 1415, 2008; binding response (% of control), % at 10 µM; actives lie on both sides; Guanine nucleotide-binding protein G(o) subunit alpha (Homo sapiens), P09471; in the data active means binding response below about 49% or above about 150%; inactive means in between;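 further: fluorescent Galphao activated with aluminum fluoride binding bead-coupled RGS4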
Mcl1-Bid inh = Mcl-1/Bid binding inhibitors, primary screen, biochemical, TR-FRET, 1536-well; Induced myeloid leukemia cell differentiation protein Mcl-1 (Homo sapiens), Q07820; TR-FRET Mcl-1/Bid-Dy647 peptide binding; inhibition, % at 21.7 µM; 220,000 tested, 0.97% active; AID 1021, 2008;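 active means compounds that cut the binding signal by more than half at the single screening dose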;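 further: His-tagged Mcl-1 with europium anti-His antibody binding Bid BH3 peptide; 0% = Mcl-1 plus peptide wells and 100% = peptide-only wells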
ABCB1 inh = ABCB1 efflux pump inhibitors, primary screen, cell-based, multiplex, flow cytometry, ABCG2 counter-screen | ATP-dependent translocase ABCB1 (Homo sapiens), P08183 | CCRF-Adr cells, JC-1 efflux | inhibition, % at 6.6 µM | 190,000 tested, 0.067% active; in the data active means inhibition above about 40%;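 further: 0% = vehicle and 100% = reference inhibitor; higher value means more JC-1 retained so stronger ABCB1 efflux block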
Target sequence (P08183 whole entry, looked up): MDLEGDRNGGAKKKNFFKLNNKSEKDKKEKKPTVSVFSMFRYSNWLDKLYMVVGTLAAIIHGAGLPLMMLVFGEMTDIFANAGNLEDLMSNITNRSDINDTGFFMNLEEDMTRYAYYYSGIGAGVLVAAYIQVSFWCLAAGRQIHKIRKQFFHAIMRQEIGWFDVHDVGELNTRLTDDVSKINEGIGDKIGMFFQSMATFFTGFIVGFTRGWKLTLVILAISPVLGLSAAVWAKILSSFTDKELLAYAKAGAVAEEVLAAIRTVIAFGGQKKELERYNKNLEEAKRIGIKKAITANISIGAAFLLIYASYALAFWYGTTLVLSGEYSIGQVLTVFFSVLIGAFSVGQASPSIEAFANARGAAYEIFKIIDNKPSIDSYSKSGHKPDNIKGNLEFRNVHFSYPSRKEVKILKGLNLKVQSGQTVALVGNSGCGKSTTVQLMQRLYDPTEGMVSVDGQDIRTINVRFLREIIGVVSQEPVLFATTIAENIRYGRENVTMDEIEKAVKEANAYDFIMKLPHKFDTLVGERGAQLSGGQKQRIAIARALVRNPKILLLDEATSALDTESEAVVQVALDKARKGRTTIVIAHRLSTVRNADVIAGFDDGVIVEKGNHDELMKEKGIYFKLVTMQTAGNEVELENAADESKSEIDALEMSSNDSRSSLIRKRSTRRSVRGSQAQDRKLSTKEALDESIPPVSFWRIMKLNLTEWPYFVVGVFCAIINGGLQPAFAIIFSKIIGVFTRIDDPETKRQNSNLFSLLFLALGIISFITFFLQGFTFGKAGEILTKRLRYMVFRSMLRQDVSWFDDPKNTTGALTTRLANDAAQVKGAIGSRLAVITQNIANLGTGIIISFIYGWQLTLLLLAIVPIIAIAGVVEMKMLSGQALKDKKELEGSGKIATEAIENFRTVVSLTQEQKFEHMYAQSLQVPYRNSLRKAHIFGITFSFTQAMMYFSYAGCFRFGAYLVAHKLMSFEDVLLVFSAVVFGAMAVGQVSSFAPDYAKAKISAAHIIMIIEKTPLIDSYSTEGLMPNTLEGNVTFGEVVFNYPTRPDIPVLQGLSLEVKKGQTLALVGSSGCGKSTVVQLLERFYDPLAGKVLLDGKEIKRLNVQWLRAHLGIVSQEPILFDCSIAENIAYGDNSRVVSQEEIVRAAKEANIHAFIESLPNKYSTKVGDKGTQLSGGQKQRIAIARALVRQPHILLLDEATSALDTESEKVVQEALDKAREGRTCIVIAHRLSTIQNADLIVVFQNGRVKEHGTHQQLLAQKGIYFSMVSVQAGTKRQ
RGS8-Gao = RGS8-Galphao binding modulators, primary screen, biochemical, multiplexed bead flow cytometry | actives lie on both sides | response (percent of control binding), % at 10 µM | 220,000 tested, 0.34% active; in the data active means response below about 60% or above about 140%; inactive means in between;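 further: Galphao activated as the GDP aluminium fluoride complex binding bead-coupled RGS8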
RGS7-Gao = RGS7-Galphao binding modulators, primary screen, biochemical, multiplexed bead flow cytometry; actives lie on both sides; binding response (% of control), % at 10 µM; 220,000 tested, 0.35% active; in the data active means binding response below about 49% or above about 150%; inconclusive means no clear call, values can overlap the other calls; inactive means in between;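 further: fluorescent Galphao held in activated GDP-AlF4 state binding bead-coupled RGS7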
Bim-Mcl-1 = inhibitors of Bim peptide binding to Mcl-1, primary screen, biochemical, bead-based flow cytometry, multiplex; inhibition, % at 10 µM; Bim peptide-Mcl-1 binding; 190,000 tested, 0.1% active; in the data active means inhibition above about 40%;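 further: 0% = no compound tracer wells and 100% = peptide blocker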
GSH bead fluor = compound fluorescence on glutathione beads, profiling panel, artefact control, biophysical, 488/530 nm, flow cytometry; GSH beads flow cytometry, compound fluorescence 488/530 nm; hits give high values; fluorescence (KMESF) at 10 µM; 190,000 tested, 0.25% active; in the data active means fluorescence above about 89;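 further: glutathione beads carrying GST-tagged Bcl family fusion proteins plus one bare bead set; values are compound well signal with DMSO vehicle wells as background; inactives centre near 16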
ABCG2 inh = ABCG2 efflux pump inhibitors, primary screen, multiplex with ABCB1, IgMXP3 cells, flow cytometry; Broad substrate specificity ATP-binding cassette transporter ABCG2 (Homo sapiens), Q9UNQ0; JC-1 efflux; inhibition, % at 6.6 µM; 190,000 tested, 0.1% active; AID 1325, 2008;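 active means inhibition above 80%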;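 further: 0% = DMSO and 100% = nicardipine control wells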
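Times: 10 min at 25 °C | Test system: Two drug-resistant human cell lines, ABCG2 and ABCB1 | Quantity: 3 million cells/mL final, two lines in 1:1 ratio | Signal: Flow cytometry, 530 nm JC-1 signal | Dosing: Compound at 6.6 µM | Controls: Nicardipine and DMSO wells | Reagent: JC-1 as fluorescent efflux pump substrate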
Avidin fluor = green autofluorescence of compounds with avidin beads – biophysical, 488/530 nm, flow cytometry, artefact control, profiling panel; 220,000 tested, 0.38% active; compound fluorescence 488/530 nm; hits give high values; fluorescence (KMESF) at 10 µM; in the data active means fluorescence above about 47; further: inactives centre near 10
* marks the source's active call; other numbers are inactive results.

`CCCOC(=O)CSc1nnc(-c2ccc(Cl)cc2Cl)o1` gave Mcl1 Noxa PPI -16, RGS4-Gao reg 98, Mcl1-Bid inh -6, ABCB1 inh 0.2, RGS8-Gao 100, RGS7-Gao 98, Bim-Mcl-1 -1, GSH bead fluor 29, ABCG2 inh 1 and Avidin fluor 14.
Screening Cn1c(SCC(=O)N2CCCC2)nnc1-c1ccc(S(=O)(=O)N2CCCC2)cc1 returned Mcl1 Noxa PPI 5, RGS4-Gao reg 74, Mcl1-Bid inh -57, ABCB1 inh -0.1, RGS8-Gao 92, RGS7-Gao 89, Bim-Mcl-1 2, GSH bead fluor 8, ABCG2 inh 0 and Avidin fluor 10.
For CSc1nnc(C)c(=O)n1COC(=O)c1ccc(S(=O)(=O)N(C)C)cc1 the results were Mcl1 Noxa PPI -7, Pf gametocyte 0, RGS4-Gao reg 99, Mcl1-Bid inh 8, ABCB1 inh 1.2, RGS8-Gao 104, RGS7-Gao 100, Bim-Mcl-1 -1, GSH bead fluor 11, ABCG2 inh 4 and Avidin fluor 4.
For O=C(Nc1ccc(Br)cn1)C1CCN(S(=O)(=O)c2cccs2)CC1 the results were Mcl1 Noxa PPI 4, Pf gametocyte -19, RGS4-Gao reg 88, Mcl1-Bid inh -18, RGS8-Gao 99, RGS7-Gao inconclusive and Avidin fluor 8.
O=C(CCNC(=O)c1ccc([N+](=O)[O-])cc1)Nc1ccccc1N1CCOCC1 was read as Mcl1 Noxa PPI 7, Pf gametocyte -2, RGS4-Gao reg 100, Mcl1-Bid inh -40, ABCB1 inh 0.0, RGS8-Gao 97, RGS7-Gao inconclusive, Bim-Mcl-1 -1, GSH bead fluor 15, ABCG2 inh 0 and Avidin fluor 13.
`CC(C)C(=O)Nc1ccc2c(c1)C(=O)NC2=O` gave Mcl1 Noxa PPI 0, Pf gametocyte -2, RGS4-Gao reg 103, Mcl1-Bid inh 4, ABCB1 inh 0.4, RGS8-Gao 102, RGS7-Gao 97, Bim-Mcl-1 -1, GSH bead fluor 11, ABCG2 inh 19 and Avidin fluor 15.
For Brc1ccc(-c2nnc(-c3ccccc3Br)o2)cc1 the results were Mcl1 Noxa PPI 10, RGS4-Gao reg 107, Mcl1-Bid inh -24, ABCB1 inh 1.6, RGS8-Gao 104, RGS7-Gao 108, Bim-Mcl-1 -4, GSH bead fluor 7, ABCG2 inh 8 and Avidin fluor 14.
`O=C(COC(=O)c1ccccc1NS(=O)(=O)c1cccs1)NCC12CC3CC(CC(C3)C1)C2` gave Mcl1 Noxa PPI 10, Pf gametocyte -10, RGS4-Gao reg 91, Mcl1-Bid inh -1, ABCB1 inh -0.2, RGS8-Gao 99, RGS7-Gao 103, Bim-Mcl-1 -2, GSH bead fluor 5, ABCG2 inh -1 and Avidin fluor 2.
`Cn1cccc1Cc1nnc(SCC(N)=O)n1CCc1ccccc1` gave Mcl1 Noxa PPI -4, RGS4-Gao reg 96, Mcl1-Bid inh -27, ABCB1 inh 0.7, RGS8-Gao 94, RGS7-Gao 95, Bim-Mcl-1 -3, GSH bead fluor 14, ABCG2 inh 4 and Avidin fluor 20.
Cc1cc(N=Nc2ccccc2C(=O)O)c(C)c(C)c1O was read as Mcl1 Noxa PPI 22, Pf gametocyte -3, RGS4-Gao reg 97, Mcl1-Bid inh -26, RGS8-Gao 98, RGS7-Gao inconclusive and Avidin fluor 8.
Screening CC(C)(C)/C=N/NC(=O)CNC(=O)c1ccc2c(c1)OCCO2 returned Mcl1 Noxa PPI -4, Pf gametocyte 13, RGS4-Gao reg 101, Mcl1-Bid inh -26, RGS8-Gao 103, RGS7-Gao 99, Bim-Mcl-1 0, GSH bead fluor 11, ABCG2 inh 1 and Avidin fluor 6.
Screening COc1cc(OC)cc(C(=O)NC2CCN(C(=O)N3c4ccccc4Sc4ccccc43)CC2)c1 returned Mcl1 Noxa PPI -14, RGS4-Gao reg 100, Mcl1-Bid inh -30, ABCB1 inh 1.1, RGS8-Gao 98, RGS7-Gao 98, Bim-Mcl-1 1, GSH bead fluor 43, ABCG2 inh 4 and Avidin fluor 5.
Screening CCCCCCC(=O)NCC(=O)OCC(=O)c1ccccc1 returned Mcl1 Noxa PPI 15, Pf gametocyte -31, RGS4-Gao reg 100, Mcl1-Bid inh -15, ABCB1 inh 0.2, RGS8-Gao 100, RGS7-Gao 98, Bim-Mcl-1 -2, GSH bead fluor 13, ABCG2 inh 1 and Avidin fluor 21.
For CCOC(=O)Cc1csc(SCc2nc3sc4c(c3c(=O)[nH]2)CCC4)n1 the results were Mcl1 Noxa PPI 16, RGS4-Gao reg 101, Mcl1-Bid inh -26, ABCB1 inh 0.1, RGS8-Gao 100, RGS7-Gao 102, Bim-Mcl-1 3, GSH bead fluor 16, ABCG2 inh 3 and Avidin fluor 8.
For Nc1cc(OC(=O)c2ccco2)nn1S(=O)(=O)c1ccc(F)cc1 the results were Mcl1 Noxa PPI 24, Pf gametocyte -26, RGS4-Gao reg 97, Mcl1-Bid inh -28, ABCB1 inh 0.2, RGS8-Gao 95, RGS7-Gao 101, Bim-Mcl-1 8, GSH bead fluor 19, ABCG2 inh -1 and Avidin fluor 20.
`CN(C)S(=O)(=O)c1ccc(C(=O)N2CCN=C2SCc2cccnc2)cc1` gave Mcl1 Noxa PPI 12, RGS4-Gao reg 102, Mcl1-Bid inh -27, ABCB1 inh 0.0, RGS8-Gao 100, RGS7-Gao 99, Bim-Mcl-1 -1, GSH bead fluor 46, ABCG2 inh 2 and Avidin fluor 14.
Cc1cc(C)n(-c2nc3ccccc3s2)n1 was read as Mcl1 Noxa PPI -2, Pf gametocyte -13, RGS4-Gao reg 107, Mcl1-Bid inh -20, ABCB1 inh 0.6, RGS8-Gao 103, RGS7-Gao 105, Bim-Mcl-1 -1, GSH bead fluor 10, ABCG2 inh 4 and Avidin fluor 12.
`CC(C)c1c(O)nc(SCCN2CCOCC2)[nH]c1=O` gave Mcl1 Noxa PPI 29, RGS4-Gao reg 101, Mcl1-Bid inh -14, ABCB1 inh 0.1, RGS8-Gao 100, RGS7-Gao 95, Bim-Mcl-1 -4, GSH bead fluor 28, ABCG2 inh 0 and Avidin fluor 13.
For C=CCSC1=NNC(c2ccc(C(C)(C)C)cc2)=NN1 the results were Mcl1 Noxa PPI -12, Pf gametocyte -11, RGS4-Gao reg 114, Mcl1-Bid inh -11, RGS8-Gao 101, RGS7-Gao inconclusive and Avidin fluor 13.
For O=C(CSc1nc2ncccc2[nH]1)c1ccc2c(c1)OCO2 the results were Mcl1 Noxa PPI 9, Pf gametocyte 2, RGS4-Gao reg 98, Mcl1-Bid inh 2, RGS8-Gao 100, RGS7-Gao inconclusive and Avidin fluor 7.
CCc1nc(C)c(C#N)c2cc(OC)c(OC)cc12 was read as Mcl1 Noxa PPI 10, RGS4-Gao reg 100, Mcl1-Bid inh -41, ABCB1 inh 1.3, RGS8-Gao 101, RGS7-Gao 101, Bim-Mcl-1 -6, GSH bead fluor 66, ABCG2 inh 16 and Avidin fluor 12.
`CC(C)(C)NC(=O)C1Cc2ccccc2CN1` (stereo unspecified) gave Mcl1 Noxa PPI 9, RGS4-Gao reg 98, Mcl1-Bid inh 4, ABCB1 inh 0.1, RGS8-Gao 98, RGS7-Gao 102, Bim-Mcl-1 0, GSH bead fluor 15, ABCG2 inh 2 and Avidin fluor 11.
For CCOC(=O)C1(CCc2ccccc2)CCN(C(=O)CCc2cnccn2)CC1 the results were Mcl1 Noxa PPI -2, Pf gametocyte -6, RGS4-Gao reg 102, Mcl1-Bid inh -18, ABCB1 inh 0.5, RGS8-Gao 102, RGS7-Gao 102, Bim-Mcl-1 -2, GSH bead fluor 10, ABCG2 inh 1 and Avidin fluor 21.
Cc1onc(-c2c(F)cccc2Cl)c1C(=O)Nc1c(C)n(C)n(-c2ccccc2)c1=O was read as Mcl1 Noxa PPI 1, RGS4-Gao reg 125, Mcl1-Bid inh -6, ABCB1 inh 0.6, RGS8-Gao 125, RGS7-Gao 126, Bim-Mcl-1 -4, GSH bead fluor 33, ABCG2 inh 9 and Avidin fluor 12.
For Cc1cccc(OCCC(=O)Nc2c(C)n(C)n(-c3ccccc3)c2=O)c1 the results were Mcl1 Noxa PPI -9, Pf gametocyte 1, RGS4-Gao reg 107, Mcl1-Bid inh -6, ABCB1 inh 0.1, RGS8-Gao 105, RGS7-Gao 101, Bim-Mcl-1 0, GSH bead fluor 26, ABCG2 inh 0 and Avidin fluor 6.
For O=C(O)COc1ccc(/C=N/Nc2nc(Nc3ccccc3)nc(N3CCCCC3)n2)cc1 the results were Mcl1 Noxa PPI 12, Pf gametocyte 17, RGS4-Gao reg 99, Mcl1-Bid inh 6, ABCB1 inh -2.8, RGS8-Gao 100, RGS7-Gao 97, Bim-Mcl-1 -1, GSH bead fluor 11, ABCG2 inh -9 and Avidin fluor 8.
C#CCNC(=O)C1=C[C@@H](C2CC2)C[C@@H](OCCCCO)O1 was read as Mcl1 Noxa PPI 0, Pf gametocyte -24, RGS4-Gao reg 115, Mcl1-Bid inh -44, RGS8-Gao 110, RGS7-Gao inconclusive and Avidin fluor 7.
Nc1c(C(=O)NCC2CCCO2)sc2nc3c(c(-c4ccco4)c12)CC/C3=C\c1ccco1 (stereo unspecified) was read as Mcl1 Noxa PPI 98*, Pf gametocyte 0, RGS4-Gao reg 73, Mcl1-Bid inh 80*, ABCB1 inh 1.2, RGS8-Gao 71, RGS7-Gao 44*, Bim-Mcl-1 44*, GSH bead fluor 5, ABCG2 inh -6 and Avidin fluor 1.
For CCCC(=O)Nc1ccc2c(c1)nc(CCN1CCCCC1)n2C the results were Mcl1 Noxa PPI 4, Pf gametocyte 2, RGS4-Gao reg 103, Mcl1-Bid inh -8, RGS8-Gao 102, RGS7-Gao inconclusive and Avidin fluor 6.
For COC(=O)C1=C(C)n2cnnc2NC1c1ccc(Cl)cc1 (stereo unspecified) the results were Mcl1 Noxa PPI 18, RGS4-Gao reg 101, Mcl1-Bid inh -18, ABCB1 inh 0.7, RGS8-Gao 101, RGS7-Gao 94, Bim-Mcl-1 3, GSH bead fluor 15, ABCG2 inh 3 and Avidin fluor 7.

High-throughput results deposited in PubChem by several laboratories.
